High-throughput results deposited in PubChem by Icahn School of Medicine at Mount Sinai.
RBX1-CUL1 inh – inhibitors of human ROC1-CUL1 ubiquitin ligase activity | E3 ubiquitin-protein ligase RBX1 (Homo sapiens) + Cullin-1 (Homo sapiens), P62877+Q13616 | in vitro K48 di-Ub FRET, acceptor:donor ratio, 45 min | inhibition, % at 10 µM | actives 0.6% (n = 140,000) | AID 1347404, 2020; in the data active = inhibition above about 25%
Target sequence (P62877 whole entry, looked up): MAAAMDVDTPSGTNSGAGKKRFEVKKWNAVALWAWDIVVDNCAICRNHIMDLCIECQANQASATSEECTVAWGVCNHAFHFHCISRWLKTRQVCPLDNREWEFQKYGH
Target sequence (Q13616 whole entry, looked up): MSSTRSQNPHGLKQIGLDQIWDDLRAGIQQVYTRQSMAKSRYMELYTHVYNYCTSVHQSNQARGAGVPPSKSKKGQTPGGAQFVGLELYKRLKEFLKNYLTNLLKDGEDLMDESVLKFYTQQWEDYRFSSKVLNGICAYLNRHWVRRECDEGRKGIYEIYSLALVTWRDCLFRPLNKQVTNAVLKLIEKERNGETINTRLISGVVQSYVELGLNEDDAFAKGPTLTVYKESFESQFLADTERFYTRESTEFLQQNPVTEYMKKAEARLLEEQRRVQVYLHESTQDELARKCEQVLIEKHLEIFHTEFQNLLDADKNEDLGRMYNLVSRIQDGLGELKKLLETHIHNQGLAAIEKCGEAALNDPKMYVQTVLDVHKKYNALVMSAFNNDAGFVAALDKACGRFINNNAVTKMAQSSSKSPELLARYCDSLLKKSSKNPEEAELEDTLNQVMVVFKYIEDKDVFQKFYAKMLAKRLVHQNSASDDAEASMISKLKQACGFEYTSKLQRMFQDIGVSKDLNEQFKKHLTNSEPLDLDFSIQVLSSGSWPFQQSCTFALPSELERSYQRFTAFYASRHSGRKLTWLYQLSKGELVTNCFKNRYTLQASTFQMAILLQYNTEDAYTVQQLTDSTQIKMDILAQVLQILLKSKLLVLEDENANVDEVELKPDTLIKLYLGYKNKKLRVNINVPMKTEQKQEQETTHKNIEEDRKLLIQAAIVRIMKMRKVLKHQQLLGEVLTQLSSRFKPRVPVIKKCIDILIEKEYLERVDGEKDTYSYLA
Starred values were filed as active, the others as inactive.

SMILES	RBX1-CUL1 inh
CCc1ccc2c(c1)c(=O)c(S(=O)(=O)c1ccc(Cl)cc1)cn2CC	3.6
NC(=O)c1cc(Cl)cn(-c2ccccc2)c1=O	9.1
Cc1nc(CC(C)C)cc(C(=O)N2CCCC(N(C)Cc3ccccc3)C2)n1 (stereo not given)	2.0
Cc1sc(NC(=O)c2ccccc2)nc1OC(=O)c1ccccc1	5.5
C=C(C)CNC(=O)c1cc(COc2cc(C)c(Cl)c(C)c2)on1	-0.4
CC(=O)C1CCCN(C(=O)c2cc(NS(=O)(=O)N(C)C)cc3nc(CC(C)C)n(C)c23)C1 (stereo not given)	-6.2
O=C(Nc1cccc(-c2nc3ccccc3[nH]2)c1)c1ccccc1F	11.1
CCOc1cc(CN2CCC3(CC2)CC3C(=O)NCc2cccc(C(F)(F)F)c2)ccc1O (stereo not given)	1.1
Cc1ccc(-c2nnc(Nc3ccc(OC(F)(F)F)cc3)c3ccccc23)cc1S(=O)(=O)NCc1ccccn1	-4.3
COC(=O)c1c(NC(=O)COc2cc(C)c(Cl)c(C)c2)sc2c1C(C(=O)OC)CC2 (stereo not given)	-0.9
N#[N+]c1c([O-])[nH]c2ccc(F)cc2c1=O	6.5
O=C(Cn1cnc2onc(-c3ccc(Cl)cc3)c2c1=O)Nc1ccc(F)cc1	6.3
Cc1nn(C)c(C)c1CN(C)C(=O)c1cc2nc(-c3ccc4c(c3)OCO4)cc(C(F)(F)F)n2n1	7.9
O=C1OC(C(O)c2ccc3ccccc3c2)c2ccccc21 (stereo not given)	-2.7
COc1ccc(NC(=O)N2CCc3c(sc4c3CCCC4)C2c2ccccc2OC)cc1 (stereo not given)	-7.6
COCc1[nH]nc2c1C(c1c(F)cccc1Cl)C(C#N)C(=N)O2 (stereo not given)	-7.6
O=S(=O)(Nc1cccc(-c2ccc(N3CCCCC3)nn2)c1)c1ccc(Cl)s1	-3.2
CC(C)c1ccc(NS(=O)(=O)c2ccc3[nH]c(=O)ccc3c2)cc1	-8.0
CCOC(=O)CSc1nc(-c2ccc(OC)cc2)cc(C(F)(F)F)c1C#N	-5.3
O=c1cc(-c2ccccc2)nc(N2CCN(c3ncccn3)CC2)[nH]1	0.1
CCOc1cc(C2NC(=S)N=C(C)C2C(=O)Nc2cc(OC)ccc2OC)ccc1O (stereo not given)	-2.8
Cc1ccc(CNCc2cccn2-c2nnc(N3CCCC3)s2)cc1	-3.1
Cc1cnc(-c2nc(C3(c4ccc(F)cc4)CCOC3)no2)cn1 (stereo not given)	-0.3
Cc1nc2ccccc2n1Cc1cc(C(=O)NC2CCCC2)no1	-0.7
Cc1ccc(C2=CC(=O)C=CC2=O)cc1C	-3.0
O=C(NCCc1ccccc1)c1nn(-c2ccc(F)cc2)nc1CO	-15.0
COc1ccc(OCc2nc(C#N)c(NCc3ccccc3Cl)o2)cc1	-0.9
COCc1c(C(=O)NC2CCCCC2)nnn1-c1cc(C)cc(C)c1	12.5
O=C(CC1Sc2ccc(C(F)(F)F)cc2NC1=O)Nc1ccc(Br)cc1 (stereo not given)	-10.7
CCN(CC)CCNC(=O)Cn1c(C)nc2ccccc21	-1.7
CC(C)n1cc2c(c1-c1ccccc1)c(=O)n(C)c(=O)n2C	5.6
C=C(C)Cn1c(SCCC(C)C)nc2sc3c(c2c1=O)CCC3	2.2
CC1(C)Cc2c(sc3nc(SCc4ccc5c(c4)OCO5)nc(N)c23)CO1	-6.5
Fc1cccc2c1N[C@@H](c1cccc(Br)c1)[C@H]1CC=C[C@@H]21	5.2
COc1ccc(-c2cnnc(NCCC3CCCCO3)n2)c(OC)c1 (stereo not given)	3.0
Fc1ccc(-c2csc(N3CCNCC3)n2)cc1	4.5
Cc1ccc(CN2CC[C@@H](N3CCCCCC3)[C@H](O)C2)cc1C	2.4
O=C(O[C@@]12C[C@@H](OC1=O)[C@@H]1OC3(CCCCC3)O[C@@H]1C2)c1ccccc1	-4.2
O=C(Cn1cc(NC(=O)CCOc2ccccc2)cn1)NCCCn1ccc2ccccc21	6.9
CCC(=O)N1CCc2cc(S(=O)(=O)NC(Cc3ccccc3)C(=O)Nc3ccc(C)cc3)ccc21 (stereo not given)	-7.7
COc1ccc2c(C)nc(N3CCCC(C(=O)NCc4ccccc4)C3)nc2c1 (stereo not given)	2.3
CCn1ccnc1[C@@H]1C[C@H]2CN(Cc3ccccc3C)C(=O)[C@]23CCCN13	-1.8
COC(=O)CSC1=NC(C)=C(C(=O)OCCC#N)C(c2ccccc2)C1C#N (stereo not given)	9.2
COc1ccc2ccc(OCc3nc(C(=O)NCc4cccnc4)co3)cc2c1	-1.9
Fc1ccc(NCc2cc3c(cc2Br)OCO3)c(F)c1	-1.6
CCOC(=O)C(N)=NNC(=O)c1ccccc1	-13.0
Cc1ccc(C)c(N2CCN(C(=O)C(C)n3nc(C)c4sc5ccccc5c4c3=O)CC2)c1 (stereo not given)	-7.1
Cc1ccc(O)c(NC(=O)c2nn3c(C(F)(F)F)cc(-c4ccccc4)nc3c2Cl)c1	2.9
COc1ccc(C2C(C(=O)c3ccccc3)C(=O)C(=O)N2c2ccc(Cl)cc2)c(OC)c1 (stereo not given)	5.8
N#Cc1c(-c2ccccc2)c(-c2ccccc2)n(Cc2ccco2)c1NC(=O)c1cccs1	-2.9
CC(C)c1cccc(OCCn2c(-c3ccc(Cl)cc3)nc3ccccc3c2=O)c1	-1.7
COc1ccc(/C=C(\C#N)C(=O)Nc2ccc(F)cc2)cc1	0.3
O=c1[nH]c2ccc(S(=O)(=O)N3CCc4ccccc4C3)cc2[nH]1	-5.7
O=c1[nH]c2cc(Br)ccc2n2cccc12	-10.2
CCOc1cc(CNC)cc(Cl)c1OC	-2.0
O=C1CC(c2cccc3ccccc23)Sc2nc3ccccc3n21 (stereo not given)	6.7
COc1cc(NC(=O)C2C(C)=Nc3nnnn3C2c2ccc(SC)cc2)c(OC)cc1Cl (stereo not given)	3.2
Cc1ccccc1CN1C[C@@H]2C[C@@H](/C=C/c3ccco3)N3CCC[C@@]23C1=O	-10.7
COCCC1CCCCN1c1nc2nonc2nc1NC1CC1 (stereo not given)	-7.4
O=C(CSc1nccn1-c1cccc(Cl)c1)Nc1cccc2ccccc12	-2.9

Next part.
SMILES	RBX1-CUL1 inh
COc1cc(/C=N/NC(=O)c2ccc(Cl)cc2)cc(OC)c1O	-5.2
Cc1ccc(NC(=O)c2ccc(C(C)(C)C)cc2)nc1	-1.4
CCC1CN(CC(=O)NCc2scnc2-c2ccccc2)Cc2cc(OC)ccc2O1 (stereo not given)	-1.7
CCc1nnc(NC(=O)c2ccc(OC(C)C)cc2)s1	-2.0
Cc1ccc2cccc(NC(=O)C34CC5CC(CC(C5)C3)C4)c2n1	3.0
O=C(O)COc1c(Br)cc(Br)cc1C1C2=C(CCCC2=O)N=C2CCCC(=O)C21 (stereo not given)	6.8
CN(C)c1ccc(Oc2cc(C#N)cc(C#N)c2)cc1	4.8
COc1ccc(OC)c(C2NC(=O)N=C(C)C2C(=O)Nc2cc(C)cc(C)c2)c1 (stereo not given)	12.2
Cc1ccc(CNC(=O)C2CCN(C(=O)N3CC(C)Oc4ccc(Cl)cc43)CC2)cc1 (stereo not given)	6.4
Cc1ccccc1NC(=O)Cn1c(=O)oc2cc(Br)ccc21	-6.9
Cc1ccc(C)c(N2CCN(c3ccc4cc(S(=O)(=O)N5CCC(C)CC5)ccc4n3)CC2)c1	-3.8
O=C(Nc1cc2c(cc1C(=O)c1ccccc1Br)OCCO2)c1ccccc1	4.2
COCCn1ccc2c(cnc3ncnn32)c1=O	0.6
Cc1ccc2oc(C(=O)Nc3c(C(=O)Nc4ccccc4)oc4ccccc34)cc(=O)c2c1	-3.4
O=C(NC1CCCC1)c1ccc(N2CCC(NCc3cnn(-c4ccccc4)n3)CC2)cc1	9.1
CCOc1ccc2nc(N3C(=O)C(=O)C(C(=O)c4cc5ccccc5o4)C3c3cccc(Oc4ccccc4)c3)sc2c1 (stereo not given)	-2.3
CCOc1cccc2cc(S(=O)(=O)c3ccccc3F)c(=O)oc12	-2.3
CC(C)CCn1c(/C=C/c2ccccc2)nc2ccccc21	2.4
CCc1ccc(S(=O)(=O)c2nnn3c2nc(NCc2ccccc2)c2cc(Cl)ccc23)cc1	-5.5
COc1ccc2oc(-c3cccc(NC(=O)c4cc([N+](=O)[O-])ccc4N4CCOCC4)c3)nc2c1	-0.5
COc1ccc(-n2nc3cc(C)c(NC(=O)c4ccc(C)cc4C)cc3n2)cc1Cl	-3.5
CCOc1ccc(NS(=O)(=O)c2ccc(NC(=O)Nc3cccc(Cl)c3)cc2)cc1	4.2
CSc1cccc(NC(=O)C2CCN(S(=O)(=O)c3ccc4[nH]c5c(c4c3)CCCCC5)CC2)c1	-2.2
Cc1ccccc1C1(CC(=O)N2CCC(C(=O)N3CCCCC3)CC2)CC(=O)N(C2CCCC2)C1=O (stereo not given)	-1.7
COc1ccc(Nc2oc(-c3ccc(COc4ccccc4)o3)nc2C#N)cc1	6.3
Cc1cc(C)c(NC(=O)Cn2c(=O)n(-c3cccc(C(F)(F)F)c3)c(=O)c3c(C)c(C)sc32)c(C)c1	2.1
Cc1c(C(=O)Nc2ccccc2)sc2ncn(CC(=O)NCCc3ccccc3)c(=O)c12	-4.2
Cc1ccc(Nc2nc(-c3cccs3)c(CC(=O)O)s2)cc1C	9.7
O=C(CN1CCOCC1)N/N=C\c1cc(Cl)c(OCc2ccccc2F)c(Cl)c1	3.4
CCc1c(C)nc(N2CCN(c3ccccn3)CC2)[nH]c1=O	-1.6
C=CCn1c(SCC(=O)NCc2ccco2)nc2sc(C)c(C)c2c1=O	-3.8
CC1=CC(=O)C=C(C)C12CCCC2	-4.3
CCOC(=O)/C(CC(=O)C(C)(C)C)=N/NC(=O)c1cccc([N+](=O)[O-])c1	3.8
O=C(CC1CCCC1)N1CCCC(N2CCN(c3ccc(F)cc3)CC2)C1 (stereo not given)	6.4
NC1C(=O)C(=O)C(N)c2nonc21 (stereo not given)	-0.7
Cc1ccc(CNS(=O)(=O)c2c(C(=O)N3CCC(C)CC3)c(C)n(C)c2C)cc1	-11.1
CC(C)c1cc(C(=O)N/N=C/c2ccoc2)cs1	-5.6
COc1ccc(-c2nc(-c3c4ccccc4cc4ccccc34)[nH]c2-c2ccc(OC)cc2)cc1	2.3
CCCc1nn(C)c(C(=O)Nc2ccc(OC)c(OC)c2)c1Cl	-7.2
CCOc1ccccc1Nc1cc(-c2ccccc2)nc(C)n1	10.6

Reprinted at random: 2 entries already listed
SMILES	RBX1-CUL1 inh
CCCc1nn(C)c(C(=O)Nc2ccc(OC)c(OC)c2)c1Cl	-7.2
CC(C)c1cc(C(=O)N/N=C/c2ccoc2)cs1	-5.6

The list continues:
SMILES	RBX1-CUL1 inh
COc1ccc(CCC(=O)NCc2nc3cccnc3n2Cc2ccc(C)cc2)cc1	-10.8
CC(C)CN(CCOc1cccc(N2C(=O)C3=C(CCCC3)C2=O)c1)CC(C)C	-6.3
CS(=O)(=O)CCC(C(=O)Nc1cccc(C(F)(F)F)c1)N1Cc2ccccc2C1=O (stereo not given)	5.7
Cc1ccc(C)c(SCCc2nn3c(Cc4ccccc4)nnc3s2)c1	-2.4
CCOC(=O)C1=C(c2ccccc2)N=c2s/c(=C\c3cc(C)n(-c4ccc(C(=O)O)cc4)c3C)c(=O)n2C1c1ccc(F)cc1 (stereo not given)	-4.6
COc1cc(NC(=S)NCCN2CCOCC2)c(OC)cc1Cl	-0.3
O=C(CCc1nnc(-c2ccc(-c3ccccc3)cc2)o1)N1CCCCCCC1	4.0
C/C(=C1/C=Nc2ccccc21)c1c[nH]c2ccccc12	0.3
Fc1ccc(N2CCN(c3nc4ccccc4c4nc(-c5ccccc5)nn34)CC2)cc1	-1.0
CC(C)c1[nH]nc2c1C1(C(=O)Nc3ccccc31)C(C#N)C(=N)O2 (stereo not given)	2.6
O=C(CSc1nnc(-c2ccccc2Br)o1)c1cccs1	4.4
Cc1ccc(C(=O)c2coc3c2C(=O)C(=O)C(Br)=C3)cc1	95.7*
CC(C)n1cc(CN(CCc2ccccc2)CC2CCCN(C)C2)cn1 (stereo not given)	12.4
N#CC(C(=O)c1ccccc1)C1=NCCCCC1 (stereo not given)	-5.2
CCn1ncnc1CN1CCc2[nH]nc(-c3ccc(C(C)(C)C)cc3)c2C1	-5.4
COC(=O)c1c(C(=O)OC)c(-c2ccccc2)n(C)c1-c1ccccc1	-1.5
CCOc1ccc(S(=O)(=O)N(CC(=O)N/N=C(\C)c2ccc(F)cc2)c2ccccc2)cc1	8.5
CC(Oc1ccc(Cl)cc1Cl)C(=O)N/N=C1\CCCc2ccccc21 (stereo not given)	4.7

Part of the list above in order of heavy-atom count, smallest number first:
SMILES	RBX1-CUL1 inh
N#CC(C(=O)c1ccccc1)C1=NCCCCC1 (stereo not given)	-5.2
C/C(=C1/C=Nc2ccccc21)c1c[nH]c2ccccc12	0.3
Cc1ccc(C(=O)c2coc3c2C(=O)C(=O)C(Br)=C3)cc1	95.7*
COc1cc(NC(=S)NCCN2CCOCC2)c(OC)cc1Cl	-0.3
CC(C)c1[nH]nc2c1C1(C(=O)Nc3ccccc31)C(C#N)C(=N)O2 (stereo not given)	2.6
CC(Oc1ccc(Cl)cc1Cl)C(=O)N/N=C1\CCCc2ccccc21 (stereo not given)	4.7
CC(C)n1cc(CN(CCc2ccccc2)CC2CCCN(C)C2)cn1 (stereo not given)	12.4
CCn1ncnc1CN1CCc2[nH]nc(-c3ccc(C(C)(C)C)cc3)c2C1	-5.4
CC(C)CN(CCOc1cccc(N2C(=O)C3=C(CCCC3)C2=O)c1)CC(C)C	-6.3
CS(=O)(=O)CCC(C(=O)Nc1cccc(C(F)(F)F)c1)N1Cc2ccccc2C1=O (stereo not given)	5.7
COc1ccc(CCC(=O)NCc2nc3cccnc3n2Cc2ccc(C)cc2)cc1	-10.8
Fc1ccc(N2CCN(c3nc4ccccc4c4nc(-c5ccccc5)nn34)CC2)cc1	-1.0
CCOc1ccc(S(=O)(=O)N(CC(=O)N/N=C(\C)c2ccc(F)cc2)c2ccccc2)cc1	8.5
CCOC(=O)C1=C(c2ccccc2)N=c2s/c(=C\c3cc(C)n(-c4ccc(C(=O)O)cc4)c3C)c(=O)n2C1c1ccc(F)cc1 (stereo not given)	-4.6

Some of the compounds tested, so the mix of outcomes need not match the whole.
